Source: PubChem
GalR3 antag: antagonists of human GalR3. HEK293 GalR3-CNG cAMP membrane potential fluorescence; galR3 body fused to GalR1 C-terminus. inhibition, % at 3 µM. 0.44% of 360,000 active;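 active = inhibition above the screen-wide average plus 3 SD, cut at about 13% in these data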;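 note: forskolin and galanin both at EC90 stimulate the cells; cAMP rise reported by CNG channel membrane potential dye signal; 0% = forskolin plus galanin with DMSO and 100% = forskolin alone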
Target sequence (O60755 1-299 limits assumed): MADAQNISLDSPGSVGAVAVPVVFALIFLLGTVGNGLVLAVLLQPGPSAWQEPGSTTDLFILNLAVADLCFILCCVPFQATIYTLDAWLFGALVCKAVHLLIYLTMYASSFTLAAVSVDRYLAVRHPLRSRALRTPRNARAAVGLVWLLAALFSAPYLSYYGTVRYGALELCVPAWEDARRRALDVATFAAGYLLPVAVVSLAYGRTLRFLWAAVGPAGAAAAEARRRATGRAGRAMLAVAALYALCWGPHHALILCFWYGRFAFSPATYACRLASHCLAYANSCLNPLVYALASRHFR
* = called active by the depositor. Some of the compounds tested; the hit share may differ from the screen's.

The first 6 entries, ahead of the listing:
| item | SMILES | GalR3 antag |
| --- | --- | --- |
| 1 | CCCCn1nnnc1C1(C)CCC(=O)N1CC(F)(F)F (configuration not stated) | -5 |
| 2 | CCNC(=O)C1CCCN(C(=O)c2c(-c3ccccc3)noc2C)CC1 (configuration not stated) | -3 |
| 3 | COc1cc(F)ccc1-c1csc(C(NC(C)=O)c2ccccc2)n1 (configuration not stated) | 4 |
| 4 | COc1ccc(CNC(=O)COc2cc3c(c4oc(=O)cc(C)c24)CCC(C)(C)O3)c(OC)c1 | -8 |
| 5 | CCCC(=O)N1CCC1(C)C(=O)Nc1ccc2nccnc2c1 (configuration not stated) | 4 |
| 6 | CCOC(=O)[C@]12CCCC=C1N(Cc1cccc3ccccc13)C(=O)[C@H](CC(=O)NCc1cccc(C(F)(F)F)c1)C2 | -6 |

Main list (from the top)
| item | SMILES | GalR3 antag |
| --- | --- | --- |
| 1 | CCCCn1nnnc1C1(C)CCC(=O)N1CC(F)(F)F (configuration not stated) | -5 |
| 2 | CCNC(=O)C1CCCN(C(=O)c2c(-c3ccccc3)noc2C)CC1 (configuration not stated) | -3 |
| 3 | COc1cc(F)ccc1-c1csc(C(NC(C)=O)c2ccccc2)n1 (configuration not stated) | 4 |
| 4 | COc1ccc(CNC(=O)COc2cc3c(c4oc(=O)cc(C)c24)CCC(C)(C)O3)c(OC)c1 | -8 |
| 5 | CCCC(=O)N1CCC1(C)C(=O)Nc1ccc2nccnc2c1 (configuration not stated) | 4 |
| 6 | CCOC(=O)[C@]12CCCC=C1N(Cc1cccc3ccccc13)C(=O)[C@H](CC(=O)NCc1cccc(C(F)(F)F)c1)C2 | -6 |
| 7 | O=C(N[C@H](C(=O)N1CCC[C@H]1C(=O)NC1CCCC1)C1CCCCC1)C1CCCC1 | 0 |
| 8 | COc1cc(-c2cc(NC=O)c3ncc(-c4cccc(C(=O)N(C)C)c4)n3c2)cc(OC)c1OC | -5 |

Ordered by value in GalR3 antag (smallest number first): some entries from above
item | structure | GalR3 antag
1 | CCCCn1nnnc1C1(C)CCC(=O)N1CC(F)(F)F (configuration not stated) | -5
2 | CCNC(=O)C1CCCN(C(=O)c2c(-c3ccccc3)noc2C)CC1 (configuration not stated) | -3
5 | CCCC(=O)N1CCC1(C)C(=O)Nc1ccc2nccnc2c1 (configuration not stated) | 4

New compounds follow.
| item | SMILES | GalR3 antag |
| --- | --- | --- |
| 9 | C[C@H](NC(=O)[C@@H]1CCCN1C(=O)[C@@H]1CCCN1C(=O)c1cccs1)c1ccccc1 | -4 |
| 10 | C[C@@H]1CCCCO[C@@H](CN(C)C(=O)Nc2ccccc2)[C@@H](C)CN([C@H](C)CO)C(=O)c2cc(NC(=O)NC3CCCCC3)ccc2O1 | -3 |
| 11 | CCCCCCC12Cc3cc(OC)c(OC)cc3C(O1)C1=C(O2)C(C)(C)CCC1=O (configuration not stated) | -5 |
| 12 | Cc1ccc(-c2cnc(C(O)c3ccc(Cl)c(Cl)c3)[nH]2)cc1 (configuration not stated) | 2 |
| 13 | CCc1ccccc1Oc1nc(NCCOC)nc2cc(-c3ccccc3)sc12 | -4 |
| 14 | COC(=O)c1cc2c(c3c4cc(OC)ccc4n(S(=O)(=O)c4ccc(C)cc4)c13)C(=O)N(Cc1ccccc1)C2 | -6 |
| 15 | C[C@@H]1COc2cc(N(C)CCO)ccc2S(=O)(=O)N1 | -5 |
| 16 | C[C@H](CO)N1C[C@H](C)[C@@H](CN(C)C(=O)c2ccc(N3CCN(C)CC3)cc2)OCc2cnnn2CCCC1=O | -5 |

Later entries:
| item | SMILES | GalR3 antag |
| --- | --- | --- |
| 17 | O=C(NC(c1ccc(-c2ccccc2)cc1)c1cnccn1)C1CCN(CCN2C(=O)c3ccccc3C2=O)CC1 (configuration not stated) | -7 |
| 18 | COCCNC(=O)C1CCCN(C(=O)c2ccc(F)c(C)c2)CC1 (configuration not stated) | -7 |
| 19 | COC(=O)[C@@]12C[C@@H](CC(=O)N3CCN(C(=O)C4CC4)CC3)C(=O)N(Cc3cccc4ccccc34)C1=CCC(C)(C)C2 | 1 |
| 20 | CN(C)CCNC(=O)c1cccc(-c2cc(NC=O)c3ncc(-c4cccc(C(F)(F)F)c4)n3c2)c1 | -5 |
| 21 | CC(C)NC(=O)C1(C)CN(S(C)(=O)=O)CC(=O)N1C1CCCCCC1 (configuration not stated) | -6 |
| 22 | Cc1cc(C)c(CN2CCN(C(=O)CC[C@H]3O[C@@H](n4cnc5c(NC(=O)c6ccccc6)ncnc54)[C@H](O)[C@@H]3O)CC2)c(C)c1 | -5 |
| 23 | COCC(=O)N[C@H]1CC[C@@H](CC(=O)OC)O[C@@H]1CO | -3 |
| 24 | Cc1ccccc1S(=O)(=O)NCC[C@@H]1CC[C@@H](NC(=O)C2CCCC2)[C@@H](CO)O1 | -6 |

Part of the list above in order of molecular weight, falling.
| item | SMILES | GalR3 antag |
| --- | --- | --- |
| 19 | COC(=O)[C@@]12C[C@@H](CC(=O)N3CCN(C(=O)C4CC4)CC3)C(=O)N(Cc3cccc4ccccc34)C1=CCC(C)(C)C2 | 1 |
| 20 | CN(C)CCNC(=O)c1cccc(-c2cc(NC=O)c3ncc(-c4cccc(C(F)(F)F)c4)n3c2)c1 | -5 |
| 24 | Cc1ccccc1S(=O)(=O)NCC[C@@H]1CC[C@@H](NC(=O)C2CCCC2)[C@@H](CO)O1 | -6 |
| 18 | COCCNC(=O)C1CCCN(C(=O)c2ccc(F)c(C)c2)CC1 (configuration not stated) | -7 |

(continued)
| item | SMILES | GalR3 antag |
| --- | --- | --- |
| 25 | Clc1ccc(-c2nc3c4ccccc4ccn3c2Cc2ccsc2)cc1 | -3 |
| 26 | CC(=O)N1CCc2cc(NC(=O)C3(C)CCN3Cc3ccc(C(C)C)cc3)ccc21 (configuration not stated) | -8 |
| 27 | CN(Cc1ccc(Cl)cc1)C(CCc1ccccc1)C(=O)NC1CCCCC1 (configuration not stated) | -8 |
| 28 | COc1cccc(-c2cnc3c(NC=O)cc(-c4ccc(OC)cc4OC)cn23)c1 | 4 |
| 29 | Cc1ccc(OCCNC(=O)[C@H]2O[C@@H](n3ccc(=O)[nH]c3=O)[C@H](O)[C@@H]2O)cc1C | -5 |
| 30 | COc1cccc(CNC(=O)[C@@H]2CCCN2C(=O)[C@H]2CCCCN2C(=O)c2cccs2)c1 | -5 |
| 31 | Cn1c(=O)c2cc(NC(=O)Nc3cccnc3)ccc2n1Cc1cccc(C(F)(F)F)c1 | -7 |
| 32 | CC(C)C[C@H]1COc2cccc(N3CCN(Cc4ccccc4F)CC3)c2S(=O)(=O)N1 | -6 |

New compounds follow:
| item | SMILES | GalR3 antag |
| --- | --- | --- |
| 33 | O=C(CC[C@H]1O[C@@H](n2cnc3c(NC(=O)c4ccccc4)ncnc32)[C@H](O)[C@@H]1O)NCc1cccc2ccccc12 | -2 |
| 34 | OC(c1ccccc1)(c1nc(-c2cccc(C(F)(F)F)c2)cs1)C(F)(F)F (configuration not stated) | -1 |
| 35 | CCOC(=O)[C@]12CCCC=C1N(Cc1ccc3c(c1)OCO3)C(=O)[C@H](CC(=O)NCC1CCCCC1)C2 | -8 |
| 36 | Cc1cccc(C2CC(c3ccccc3)=NN2c2ccc(S(N)(=O)=O)cc2)c1 (configuration not stated) | -7 |
| 37 | COC(=O)[C@]12C[C@H](CC(=O)NCc3ccc(OC)c(OC)c3)C(=O)N(Cc3ccccc3)C1=C[C@H](C(C)(C)C)O[C@@H]2C | -4 |
| 38 | OC(c1ccccc1)c1ncc(-c2ccccc2F)[nH]1 (configuration not stated) | -1 |
| 39 | COC(=O)[C@]12C[C@H](CC(=O)N3CCCCC3)C(=O)N(Cc3ccc4c(c3)OCO4)C1=C[C@H](COCc1ccccc1)O[C@@H]2C | -6 |
| 40 | CC(C)Nc1nc(-c2ccccc2F)c2sc(-c3ccccc3)cc2n1 | -5 |

Other results follow:
| item | SMILES | GalR3 antag |
| --- | --- | --- |
| 41 | CN(C)CCNC(=O)c1cccc(-c2cccc3nccn23)c1 | -5 |
| 42 | CCCC(NC(=O)CCc1c(C)c2cc3c(C)c(C)oc3cc2oc1=O)C(=O)NC(Cc1ccc(Cl)cc1)C(=O)O (configuration not stated) | 2 |
| 43 | COC(=O)[C@@H](Cc1ccccc1)NC(=O)/C=C/[C@H]1O[C@@H](n2cnc3c(NC(=O)c4ccccc4)ncnc32)[C@H](O)[C@@H]1O | 3 |
| 44 | CC(=O)Nc1ccc(NC(=O)c2ccccc2Br)cc1 | -7 |
| 45 | CC1=C(C(=O)N(C(C)C)C(C)C)CC(CC(=O)NCCN2CCOCC2)C(=O)N1CCCN1CCCC1=O (configuration not stated) | 3 |
| 46 | CC(C)NC(=O)N(C)C[C@@H]1OCCCC[C@@H](C)Oc2ccc(NC(=O)Nc3ccc(F)cc3)cc2C(=O)N([C@H](C)CO)C[C@@H]1C | -5 |
| 47 | COc1ccc(CCCNC(=O)C2Cc3c(-c4cccc(C(C)=O)c4)ccnc3O2)cc1 (configuration not stated) | -6 |
| 48 | CCNC(=O)C1(C)CCN(Cc2ccc(C(F)(F)F)cc2)C1 (configuration not stated) | -8 |

The list goes on.
| item | SMILES | GalR3 antag |
| --- | --- | --- |
| 49 | Nc1ccn([C@@H]2O[C@H](C(=O)NCC(=O)N3CCOCC3)[C@@H](O)[C@H]2O)c(=O)n1 | -6 |
| 50 | Cc1ccc(S(=O)(=O)NC(=O)C2(C)CCN2C(=O)CC2CCCCC2)nc1 (configuration not stated) | -7 |
| 51 | CCOC(=O)C1=CCN(S(=O)(=O)c2ccc(F)cc2)C1c1ccc(Cl)cc1 (configuration not stated) | -6 |
| 52 | COC(=O)c1ccc2nc(-c3ccccc3)c(Cc3ccccc3C(F)(F)F)n2c1 | -6 |
| 53 | COC(=O)c1ccc2nc(-c3ccc(C)cc3)c(CC3CCCCC3)n2c1 | 4 |
| 54 | COc1cc(C(=O)N2CCCC(c3cc(C(=O)NCc4ccccc4)no3)C2)cc(OC)c1C (configuration not stated) | -5 |
| 55 | CCc1nc2c(OCCC3CCCCC3)cccn2c1N(C)C(=O)c1cccs1 | -7 |
| 56 | CNC(C)C(=O)NC(C(=O)NC(C(=O)Nc1cccc2ccccc12)C(C)C)C(C)C (configuration not stated) | 4 |

Remaining list, next part.
| item | SMILES | GalR3 antag |
| --- | --- | --- |
| 57 | CC1(Cc2ccc3c(c2)OCO3)C(=O)Nc2ccc(-c3cccc(C(F)(F)F)c3)cc21 (configuration not stated) | -5 |
| 58 | O=C(N[C@@H](Cc1cccnc1)C(=O)N1CCC[C@H]1C(=O)NCc1ccccc1)c1ccc(Cl)cc1Cl | -3 |
| 59 | CC1=C(C(=O)N(C(C)C)C(C)C)CC(CC(=O)NCc2ccco2)C(=O)N1Cc1ccccc1 (configuration not stated) | -2 |
| 60 | CC(C)Cc1ccc(-c2cc3nc(NCC4CC4)ccn3n2)cc1 | -1 |
| 61 | O=C(CC1CCCC1)N[C@@H](Cc1cccnc1)C(=O)N1CCC[C@H]1C(=O)NC1CCCC1 | 2 |
| 62 | CCc1nc2c(OC)cccn2c1N(C)C(=O)c1ccccc1F | -3 |
| 63 | Cc1nc(CN2C(=O)C3(CCC3)ON=C2c2cccc(Cl)c2)cs1 | -2 |
| 64 | Cc1c(Br)cccc1NC(=O)C1(C)CCN1Cc1ccc(OC(C)C)cc1 (configuration not stated) | -3 |

Carrying on:
| item | SMILES | GalR3 antag |
| --- | --- | --- |
| 65 | COc1ccc(C(C)(NC(C)=O)c2nc(-c3ccc(F)c(Cl)c3)cs2)cc1 (configuration not stated) | -2 |
| 66 | O=C(/C=C/[C@H]1O[C@@H](n2ccc(=O)[nH]c2=O)[C@H](O)[C@@H]1O)NCCc1c[nH]c2ccccc12 | -1 |
| 67 | Cc1cc(C)n2c(Nc3ccc4c(c3)OCCO4)c(-c3cc4ccccc4o3)nc2n1 | -3 |
| 68 | O=C(Nc1ccc2c(c1)OCCO2)C1c2ccccc2OCC(=O)N1CCCN1CCOCC1 (configuration not stated) | -3 |
| 69 | COc1ccc(C(C)(NC(C)=O)c2nc(-c3cccc(F)c3)cs2)cc1 (configuration not stated) | -6 |
| 70 | COC(=O)C[C@H]1C=C[C@@H](NC(=O)c2ccncc2)[C@@H](CO)O1 | -4 |
| 71 | COC(=O)C1=C(C)N(Cc2ccc(C(F)(F)F)cc2)C(=NCc2ccccc2)NC1c1cccc(Cl)c1 (configuration not stated) | -7 |
| 72 | Cn1ccc2c(-c3cccc(C=O)c3)cc3c(c21)C1CCC3O1 (configuration not stated) | -3 |

Single entries from the list:
Entry of entry 71 under GalR3 antag: -7
Entry of entry 66 under GalR3 antag: -1
Entry of entry 65 under GalR3 antag: -2

Remaining list, next part.
| item | SMILES | GalR3 antag |
| --- | --- | --- |
| 73 | CC1(C(=O)NS(=O)(=O)Cc2ccccc2C(F)(F)F)CCN1C(=O)c1ccco1 (configuration not stated) | -6 |
| 74 | COc1ccc(-c2noc([C@@H]3O[C@H](CO)[C@H](O)[C@H](O)[C@H]3O)n2)cc1OC | -6 |
| 75 | COc1ccc(C(C(=O)Nc2ccc(F)cc2)N2CCN(CC(=O)N3CCCC3)CC2)cc1 (configuration not stated) | -2 |
| 76 | O=C(NNC(=O)c1csc(-c2ccccc2)n1)c1ccccc1 | -4 |
| 77 | CC(=O)NCCNC(=O)C1Cc2c(-c3ccccc3Oc3ccccc3)ccnc2O1 (configuration not stated) | -9 |
| 78 | COc1ccccc1N(C)c1cc2c(c3c1ccn3C)C1CCC2C1 (configuration not stated) | -7 |
| 79 | COC(=O)c1cccc(Nc2cc(C)n(-c3cccc(C(=O)OC)c3)c(=O)c2)c1 | -7 |
| 80 | CCOC(=O)CN1CCCc2nc(-c3ccc(OC)cc3)ccc21 | 0 |

(continued)
| item | SMILES | GalR3 antag |
| --- | --- | --- |
| 81 | CCN(CC)c1ncnc2c1ncn2[C@H]1CN(Cc2cccs2)C[C@@H](CO)O1 | -3 |
| 82 | CC(=O)c1cccc(-c2cnc3c(NC=O)cc(-c4ccccc4F)cn23)c1 | 1 |
| 83 | COc1ccccc1Cc1c(-c2ccc(C)cc2)nc2cc(C)c(Br)c(C)n12 | -4 |
| 84 | C[C@H]1[C@@H](c2ccccc2)Oc2ccc(Cl)cc2S(=O)(=O)N1Cc1cccc(F)c1 | -4 |
